TLR4 MyD88 comp: inhibitors of TLR4-MyD88 association in cells, primary screen, cell-based, HeLa CL3-4, BLA complementation, FRET ratio | Toll-like receptor 4 (Homo sapiens) + Myeloid differentiation primary response protein … | HeLa CL3-4 TLR4/MyD88 BLA complementation | inhibition, % at 8.4 µM | 200,000 compounds, 0.18% hits | AID 861, 2007; in the data active = inhibition above about 25%;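 also: 0% = vehicle and 100% = reference inhibitor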
S1P3 antagonist: S1P3 receptor antagonists, primary screen, cell-based | CHO S1P3 NFAT-BLA reporter, FRET fluorescence, antagonist mode | 170,000 compounds, 0.27% hits | Sphingosine 1-phosphate receptor 3 (Homo sapiens), Q99500 | inhibition, % at 4.98 µM;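 active = inhibition above the plate cutoff, the mean inhibition of test wells on that plate plus 3 SD, cut at about 28% in these data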;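 also: cells challenged with S1P at its EC80 of 0.8 µM; blue over green emission ratio from cleaved BLA substrate after 4 h stimulation; 0% = S1P-stimulated wells and 100% = unstimulated DMSO-only wells; some compounds past the cut are filed as inactive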
SRC2 TRFRET art: TR-FRET signal artefacts, primary screen, artefact control for PPARgamma SRC-2 agonist project, biochemical. TR-FRET artefact counter-screen; hits give high values. TR-FRET ratio at 8 µM. 200,000 compounds, 0.4% hits. AID 1049, 2008; in the data active = TR-FRET ratio above about 2000; also: inactives centre near 1500
PPARg SRC-2 ag: agonists of PPARg-SRC-2 recruitment, primary screen, biochemical, HTS. PPARgamma LBD-SRC-2 recruitment. 200,000 compounds, 0.34% hits. activation, % at 8 µM. Peroxisome proliferator-activated receptor gamma (Homo sapiens), P37231. AID 1032, 2008; in the data active = activation above about 22%;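 also: 0% = vehicle and 100% = reference agonist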
Target sequence (P37231 whole entry, looked up, the tested form may be a part): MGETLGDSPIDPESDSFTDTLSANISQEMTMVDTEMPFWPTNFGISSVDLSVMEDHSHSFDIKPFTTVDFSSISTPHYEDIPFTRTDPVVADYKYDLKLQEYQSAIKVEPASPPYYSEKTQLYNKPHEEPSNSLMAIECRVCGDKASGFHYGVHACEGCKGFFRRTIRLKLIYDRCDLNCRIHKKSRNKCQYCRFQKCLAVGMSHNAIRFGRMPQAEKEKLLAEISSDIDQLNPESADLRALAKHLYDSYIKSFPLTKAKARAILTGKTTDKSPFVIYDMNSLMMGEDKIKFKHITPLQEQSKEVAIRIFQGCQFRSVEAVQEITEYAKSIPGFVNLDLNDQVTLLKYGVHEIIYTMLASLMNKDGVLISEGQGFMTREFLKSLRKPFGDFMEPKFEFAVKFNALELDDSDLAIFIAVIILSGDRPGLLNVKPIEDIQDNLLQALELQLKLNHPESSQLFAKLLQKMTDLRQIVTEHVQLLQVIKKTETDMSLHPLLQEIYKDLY
Redox H2O2 prof: compounds producing H2O2 with reducing agent – biochemical, NIH compound library profiling, artefact control for MLSCN library redox annotation, primary screen. AID 878, 2007. 200,000 compounds, 0.03% hits. activation, % at 10 µM. DTT-dependent redox cycling H2O2, phenol red/HRP absorbance; 100% = 100 µM peroxide control, 0% = buffer;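 active = activation of at least 50% relative to the plate's high and low controls in the primary single-dose screen; inactive = activation below 50%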;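 also: compound incubated with DTT at 0.8 mM final as the reducing agent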
PPARg SRC-1 ag: PPARgamma agonists recruiting SRC-1 coactivator, primary screen, biochemical; Peroxisome proliferator-activated receptor gamma (Homo sapiens), P37231; PPARgamma-SRC-1 coactivator recruitment biochemical assay; activation, % at 8 µM; 200,000 compounds, 0.41% hits; AID 631, 2007; in the data active = activation above about 19%;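 also: 0% = DMSO and 100% = reference agonist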
Lmaj promast: Leishmania major promastigote growth inhibition, primary screen; Leishmania major promastigotes, resazurin fluorescence viability; inhibition, % at 10 µM; 200,000 compounds, 9% hits; in the data active = inhibition above about 50%;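 also: promastigotes grown with compound for 44 hours at 28 °C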
bIAP inhibitor: bovine intestinal alkaline phosphatase inhibitors, primary screen, selectivity assay for TNAP inhibitor project, biochemical, bovine IAP, CDP-star luminescence; alkaline phosphatase, intestinal [Bos taurus]; 190,000 tested, under 10 active; purified bovine IAP, 30 min; inhibition, % at 20 µM;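 active = over 50% inhibition of intestinal alkaline phosphatase at 20 µM in the single-dose screen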
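Incubation: 30 min reaction at room temperature / Material: purified bovine intestinal alkaline phosphatase (IAP) enzyme / Input: enzyme at 1/65,000,000 dilution / Dosing: 20 µM single dose / Signal: CDP-star luminescence signal / Reagent: CDP-star chemiluminescent phosphatase substrate, 30 µM final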
PPARg SRC-3 ag: PPARgamma agonists recruiting SRC-3 coactivator, primary screen, biochemical; biochemical PPARgamma/SRC-3 coactivator recruitment assay; Peroxisome proliferator-activated receptor gamma (Homo sapiens), P37231; activation, % at 8 µM; 200,000 compounds, 0.26% hits; in the data active = activation above about 23%;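 also: 0% = DMSO and 100% = reference agonist; some compounds past the cut are filed as inactive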
ROMK mod: ROMK potassium channel modulators, primary screen, cell-based, thallium flux, MLSMR library; ATP-sensitive inward rectifier potassium channel 1 (Homo sapiens), P48048; Tet-inducible ROMK, thallium flux fluorescence; actives lie on both sides; B-score at 10 µM; 130,000 compounds, 2% hits; AID 1918, 2009;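 active = signal ratio slope over the read window, or its plate-corrected B-score, at least 3 SD from the plate mean, either direction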;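 also: B-score of the F/F0 ratio slope over 7 to 12 s after thallium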
Target sequence (P48048 whole entry, looked up): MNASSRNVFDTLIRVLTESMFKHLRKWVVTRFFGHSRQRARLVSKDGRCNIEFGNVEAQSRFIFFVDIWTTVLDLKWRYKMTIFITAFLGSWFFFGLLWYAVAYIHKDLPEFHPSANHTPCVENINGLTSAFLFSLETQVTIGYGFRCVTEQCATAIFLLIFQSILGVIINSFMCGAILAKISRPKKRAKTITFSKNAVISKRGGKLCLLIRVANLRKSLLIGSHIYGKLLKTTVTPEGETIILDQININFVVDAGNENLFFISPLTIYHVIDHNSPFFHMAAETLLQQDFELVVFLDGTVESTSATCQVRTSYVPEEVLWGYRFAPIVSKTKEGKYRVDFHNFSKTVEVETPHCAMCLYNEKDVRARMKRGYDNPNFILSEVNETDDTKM
bIAP activator: bovine intestinal alkaline phosphatase activators, primary screen, biochemical, bovine IAP, CDP-star luminescence | activation factor at 20 µM | purified bovine IAP, 30 min; hits give high values; fold of DMSO-control signal, blank-subtracted | alkaline phosphatase, intestinal [Bos taurus] | 200,000 compounds, 0.17% hits;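 active = activation factor of 2 or more at 20 µM, a signal rise over negative controls twice the positive control's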
* marks the source's active call; other numbers are inactive results; . = no result given.

SMILES	TLR4 MyD88 comp	S1P3 antagonist	SRC2 TRFRET art	PPARg SRC-2 ag	Redox H2O2 prof	PPARg SRC-1 ag	Lmaj promast	bIAP inhibitor	PPARg SRC-3 ag	ROMK mod	bIAP activator
CC(C)CC(=O)c1c[nH]c(C(=O)NCCCN2CCOCC2)c1	-22.2	.	1699	9.4	0.7	0.7	0.7	6.9	5.4	.	0.9
COc1ccc(S(=O)(=O)Nc2nnc(C(C)(C)C)s2)cc1	-2.7	-20.3	1459	8.0	-0.6	-5.0	-5.8	7.7	8.8	.	0.9
CCn1cc(NC(=O)CCl)c(C)n1	1.0	-26.8	1482	10.0	-1.0	1.4	8.5	8.8	4.5	0.153	0.9
Cc1nn(CCO)c2nc(-c3cccs3)cc(C(F)(F)F)c12	3.7	-12.6	1589	9.6	-0.3	1.3	9.6	-3.4	2.2	-0.306	1
O=C(C1CCCO1)N1CCN(S(=O)(=O)c2cccc3nsnc23)CC1 (stereo not drawn)	-7.3	-0.3	1756	2.9	-1.2	-0.7	-3.4	7.6	2.4	0.383	0.9
CCOC(=O)C1(CC2CCCCO2)CCN(Cc2nccn2-c2ccc(OC)cc2)CC1 (stereo not drawn)	-2.1	-14.9	1466	-1.7	-1.0	4.3	7.5	-1.1	-2.0	-1.64	1
O=C(COc1ccccc1/C=C1/NC(=O)NC1=O)Nc1ccccc1	-2.1	-2.6	1682	-9.0	-0.2	-3.8	-3.9	-2.9	-0.2	.	1
O=C(O)c1cc2cc(Cl)ccc2oc1=O	-4.8	.	1570	4.3	0.9	3.2	-4.4	3.5	-8.4	-0.0215	1
C=CCn1c(SCC(=O)NC(=O)NCc2ccco2)nc2sc(CC)cc2c1=O	6.8	17.8	1619	3.8	0.1	2.0	0.2	12.9	-3.0	.	0.9
COC(=O)N/N=C(/c1ccccc1)C1CCCCC1	0.5	-13.6	1564	10.9	0.4	0.8	-1.1	-4.9	-3.7	-0.259	1
CCCNC(=O)C1CN(S(=O)(=O)c2ccccc2)CCN1S(=O)(=O)c1ccccc1 (stereo not drawn)	3.9	-37.8	1338	3.4	0.9	-10.1	-4.9	2.9	1.6	-0.172	1
CC(=O)CCc1ccc(Oc2nc(-c3cccnc3)nc3ccccc23)cc1	-5.8	-10.0	1449	-2.2	-0.4	-5.3	35.2	-12.8	-5.5	-0.877	1.1
COc1cccc(CN2CCNC(=O)C2CC(=O)NCCn2cccn2)c1OC (stereo not drawn)	0.6	-34.3	1518	2.4	-0.3	-3.8	-1.9	12.3	-1.5	0.332	0.9
CCOC(=O)n1c(=O)n(Cc2ccccc2Cl)c2ccccc21	9.3	.	1417	-5.3	2.4	-8.3	-3.4	-4.0	-1.0	.	1
COc1ccccc1C(O)(C(=O)NNc1cccc(C)c1)c1ccccc1OC	2.8	-1.1	1472	0.9	0.8	0.6	12.1	15.2	-1.2	0.0764	0.8
CC(C)n1c(=NC(=O)c2ccco2)c(C#N)cc2c(=O)n3ccccc3cc21	-11.9	-33.4	1777	3.3	-0.3	4.5	5.3	-4.5	0.5	-0.779	1
Cc1ccc(NC(=O)C2CCCCC2C(=O)O)cc1Cl (stereo not drawn)	2.6	-20.6	1294	-0.3	-0.8	-6.4	2.4	-8.3	-1.5	0.158	1.1
C=CCn1nnnc1SCC(=O)Nc1ccccc1C(=O)OC	-12.1	4.8	1454	2.8	-0.3	-0.3	-5.9	4.1	-5.2	.	1
O=C(NCc1cccs1)C1CCN(S(=O)(=O)c2ccc3c(c2)OCCO3)CC1	-26.5	7.1	1481	5.4	-0.3	2.3	-2.4	-2.2	-1.4	-0.742	1
c1coc(CNc2nc(N3CCCCC3)nc3ccccc23)c1	4.0	31.6	1521	-1.9	-0.9	-2.3	96.2*	-64.1	0.2	-1.92	1.6
CN(C)CCNc1nc2c(c(=O)[nH]c(=O)n2C)n1CC(O)COc1ccc(Cl)cc1Cl (stereo not drawn)	5.0	-48.1	1800	7.3	0.1	10.0	16.3	-9.0	-0.4	.	1.1
COCCCNC(=O)c1ccc(Cn2c(=O)[nH]c3ccccc3c2=O)cc1	5.5	-10.9	1582	-2.6	0.4	-3.4	-2.2	-8.3	-0.5	-0.25	1.1
O=C(CCCCCNC(=O)c1ccccc1)N=Nc1c(O)[nH]c2c(Br)cc(Br)cc12	5.7	4.6	1641	7.5	-0.4	4.1	11.0	-17.2	5.8	0.921	1.2
COc1ccc(C(=O)CSc2nc3ccccc3n2CC(=O)NC(C)(C)C)cc1	-6.6	.	1493	-2.6	0.3	1.2	6.0	22.7	-5.6	-1.39	0.8
O=C(Oc1ccc(-c2cn3c(n2)SCC3)cc1)c1ccccc1	0.6	-28.7	1537	8.4	-0.1	-5.6	-10.3	10.2	-1.3	.	0.9
CC1=C(C(N)=O)C(c2ccc(Cl)cc2)NC(=O)N1 (stereo not drawn)	-1.1	-27.3	1513	6.0	1.2	2.4	-3.0	.	-0.2	0.147	.
Cn1cc(Cl)c(C(=O)NNC(=S)NC2CCCCC2)n1	-10.3	1.1	1410	-3.6	-0.3	12.0	-9.1	9.2	-1.3	-0.296	0.9
CNC(=S)NNC(=O)c1ccc(=O)n(Cc2ccc(Cl)cc2Cl)c1	4.1	-1.8	1668	3.3	-0.5	9.5	-4.2	-10.9	1.5	-0.657	1.1
CS(=O)(=O)c1ncc(Cl)c(C(=O)Nc2ccc(N3CCOCC3)cc2)n1	25.0	7.8	1451	2.6	-1.8	4.1	-6.7	-2.7	-0.7	.	1
Fc1ccc(NC(=S)Nc2cccnc2)c(Cl)c1	3.8	7.8	1592	0.6	-0.6	0.0	1.8	12.7	1.4	-1.2	0.9
O=C(Nc1ccccc1N1CCOCC1)c1cccc([N+](=O)[O-])c1	-14.1	-2.6	1473	-7.0	0.1	4.8	-0.7	3.9	-1.7	-0.152	1
Cc1ccc(NC(=O)CSc2nccc(=O)[nH]2)c(S(=O)(=O)N2CCOCC2)c1	14.5	6.5	1679	2.4	-0.6	5.2	-8.5	6.7	-1.6	.	0.9
CC(=C\c1ccccc1)/C=C1/SC(=S)N(CCC(=O)Nc2ccccn2)C1=O	3.8	-9.1	1445	3.0	0.6	0.3	19.8	6.1	4.8	-0.726	0.9
CCOC(=O)C1(Cc2ccc(O)cc2)NC(c2ccccc2F)C2C(=O)N(C)C(=O)C21 (stereo not drawn)	12.3	-15.6	1623	-4.6	0.2	4.7	-6.9	4.4	-15.1	0.749	1
CS(=O)(=O)N1CCN(Cc2ccc([N+](=O)[O-])cc2)CC1	15.4	6.7	1576	-0.6	-1.1	2.1	-2.1	-0.3	6.2	-0.0491	1
CCOC(=O)C1=C(O)C(=O)N(Cc2ccccc2)CC1	-31.6	3.5	1584	3.7	8.4	4.6	-4.5	1.5	4.1	0.0459	1
CCOc1nc(NCCC2=CCCCC2)nc(N2CCOCC2)n1	-5.7	5.8	1608	-3.5	1.0	-0.6	-4.5	4.8	3.8	.	1
O=C(O)C1C2C=CC(C2)C1C(=O)OCC1CCCO1 (stereo not drawn)	-2.4	-25.3	1700	-2.5	-3.0	9.5	-3.8	1.8	-8.8	0.157	1
COc1ccc(OC)c(C2C3=C(N=C4SCC(=O)N42)c2ccccc2CC3)c1 (stereo not drawn)	-0.5	16.7	1529	0.6	-2.9	4.3	26.6	-2.2	1.1	.	1
Oc1cccc(C(O)CNCc2ccc(OCc3ccc(Cl)cc3Cl)cc2)c1 (stereo not drawn)	-7.8	-11.7	1600	-3.0	-1.0	0.5	97.0*	2.6	-0.1	-0.00635	1
Cc1ccccc1CSc1ccc(-c2ccc3c(c2)OCO3)nn1	8.1	-14.8	1785	10.7	1.2	8.8	37.2	-16.0	1.8	.	1.2
N/C(=N\OS(=O)(=O)c1cccc([N+](=O)[O-])c1)c1ccncc1	-18.5	9.1	1552	0.4	-0.2	-6.5	-4.3	2.7	4.3	.	1
Cc1cc(C)n2[nH]c(=O)c(N=Nc3cccc(C(F)(F)F)c3)c2n1	1.8	.	1749	12.8	-1.1	0.0	-9.4	27.6	7.4	0.574	0.7
OCCCN1CCN(CCOc2ccccc2-c2ccccc2)CC1	3.0	-2.8	1316	-5.1	-0.2	-3.6	1.3	-11.4	-6.4	0.93	1.1
Cn1c(-c2ccccc2)cnc1N	-1.7	.	1556	-6.5	1.8	6.7	-5.8	4.6	-3.3	.	1
Cn1cc(CN2CCC(C(=O)N3CCCC3)CC2)c(-c2ccccc2F)n1	0.0	-4.1	1570	-5.3	-1.5	7.4	-8.4	-0.8	2.8	-0.0393	1
COc1ccc(N(C(=O)c2ccco2)S(=O)(=O)c2cccc([N+](=O)[O-])c2)cc1	3.8	.	1581	2.2	0.0	-2.8	-1.5	-6.4	3.0	0.773	1.1
CCn1c2ccccc2c2cc(/C=N/NC(=O)c3ccncc3)ccc21	-8.7	0.8	1710	13.8	1.5	-2.9	6.2	-4.4	-4.6	0.0862	1
CC1=C(n2nnc3ccccc32)C(c2ccccc2)C(C#N)=C(N)O1 (stereo not drawn)	11.8	-28.7	1649	4.0	-2.5	1.5	13.3	2.5	0.2	.	1
C/C(NC1CCCC1)=C(/C#N)C(N)=O	-14.2	2.6	1548	2.4	-3.3	1.9	3.8	10.8	-1.4	.	0.9
COc1ccccc1NC(=O)N(CCN(C)C)Cc1cc2cc(C)ccc2[nH]c1=O	-0.7	-7.3	1596	13.6	-0.1	7.3	6.4	-2.3	4.7	-1.23	1
Cn1c(NCC(O)CO)nc2c1c(=O)n(Cc1ccc(Cl)c(Cl)c1)c(=O)n2C (stereo not drawn)	-7.4	.	1551	14.9	-7.2	2.4	72.7*	-10.3	-15.5	.	1.1

Entries of single compounds, looked up by structure.
`CC1=C(n2nnc3ccccc32)C(c2ccccc2)C(C#N)=C(N)O1` (stereo not drawn) in the list: TLR4 MyD88 comp = 11.8; S1P3 antagonist = -28.7; SRC2 TRFRET art = 1649; PPARg SRC-2 ag = 4.0; Redox H2O2 prof = -2.5; PPARg SRC-1 ag = 1.5; Lmaj promast = 13.3; bIAP inhibitor = 2.5; PPARg SRC-3 ag = 0.2; ROMK mod = .; bIAP activator = 1
`COc1ccccc1NC(=O)N(CCN(C)C)Cc1cc2cc(C)ccc2[nH]c1=O` in the list: TLR4 MyD88 comp = -0.7; S1P3 antagonist = -7.3; SRC2 TRFRET art = 1596; PPARg SRC-2 ag = 13.6; Redox H2O2 prof = -0.1; PPARg SRC-1 ag = 7.3; Lmaj promast = 6.4; bIAP inhibitor = -2.3; PPARg SRC-3 ag = 4.7; ROMK mod = -1.23; bIAP activator = 1

High-throughput results as filed in PubChem.
